Screens as filed in PubChem.
Lipid droplet: modulators of hepatic lipid droplet formation. AML12 mouse hepatocytes, oleate lipid droplets, BODIPY imaging. inhibition, % at 6.5 µM. hit rate 0.4% among 240,000. AID 1656;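 active means lipid droplet intensity inhibited by at least 50%, with more than 500 cells counted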
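Assay system: AML12 mouse liver cells | Compound: 6.5 µM single-point dosing | Schedule: Overnight exposure | Technique: Fluorescence imaging, 20x objective, two fields per well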
NOD2 inhibition: inhibition of NOD2-driven NF-kB reporter – cell-based, luminescence, uHTS, HEK293 (AID 1566) | HEK293 NOD2/NF-kB luciferase reporter, luminescence; higher % means a stronger effect | inhibition, % at 4 µM, or EC50 in µM where a hit was titrated | hit rate 0.63% among 290,000; in the data active means inhibition above about 50%; further: many of its hits are not listed in these tables
Lipid droplet cells 6.5 µM: recorded beside Lipid droplet, whose call it bears; cell count; measured here: cell count, cytotoxicity flag;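 cells counted across two imaged fields per well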
* hit, by the source's call.

Preview, 3 compounds:
SMILES	Lipid droplet	Lipid droplet cells 6.5 µM	NOD2 inhibition
CCN1CCN(C(=O)c2ccc3nc(-c4ccccc4)c(-c4ccccc4)nc3c2)CC1	-2	685	4%
CN1CCN(Cc2nc3cc(NC(=O)COc4ccc([N+](=O)[O-])cc4)ccc3n2C)CC1	-17	752	15%
Cc1cccc(C(=O)Nc2ccc(NC(=O)CN3CCOCC3)cc2)c1	12	821	6%

Results, previewed entries included:
SMILES	Lipid droplet	Lipid droplet cells 6.5 µM	NOD2 inhibition
CCN1CCN(C(=O)c2ccc3nc(-c4ccccc4)c(-c4ccccc4)nc3c2)CC1	-2	685	4%
CN1CCN(Cc2nc3cc(NC(=O)COc4ccc([N+](=O)[O-])cc4)ccc3n2C)CC1	-17	752	15%
Cc1cccc(C(=O)Nc2ccc(NC(=O)CN3CCOCC3)cc2)c1	12	821	6%
O=c1nccc(N/N=C/c2ccccc2O)[nH]1	-28	747	-18%
CN1CCN(S(=O)(=O)c2cccc3nsnc23)CC1	-7	823	10%
O=C(c1cccc(N2C(=O)C3C4C=CC(C4)C3C2=O)c1)N1CCN(c2ccccc2F)CC1 (configuration not stated)	-24	630	13%
Cc1cc(-c2nnc(SCC(=O)Nc3ccc(Br)cc3F)n2N)n[nH]1	-2	711	7%
CCn1cc([N+](=O)[O-])c(C(=O)NCc2ccc3c(c2)OCO3)n1	2	763	8%
Nc1nc2ccccc2n1Cc1ccc(Cl)c(Cl)c1	-6	791	4%
O=C(NCc1ccccn1)C(=O)NCC1OCCN1S(=O)(=O)c1ccc(Br)cc1 (configuration not stated)	-3	697	12%
O=C(CN1C(=O)N/C(=C\c2ccccc2OCc2ccc(C(=O)O)cc2)C1=O)Nc1ccccc1F	14	853	13%
O=C1/C(=C\c2ccc(O)c(O)c2)SC(=S)N1Cc1ccccc1	8	823	3%
COc1cc(/C=C2\CCC/C(=C\c3ccc(O)c(OC)c3)C2=O)ccc1O	10	851	9.9µM*
O=C(Cn1cnc2sc3c(c2c1=O)CCCC3)NCC(=O)Nc1ccc(F)cc1F	-24	715	32%
CCCCCCCOc1ccc(C(=O)Nc2cccnc2)cc1	12	776	14%
CC1(C(=O)N2CCN(Cc3ccccc3Cl)CC2)CC1(Cl)Cl (configuration not stated)	-2	851	-11%
CCOc1cccc(CN(C)CC2CCCN(CCc3ccc(Cl)cc3)C2)c1O (configuration not stated)	-21	728	-13%
CC(Oc1ccc2c3c(c(=O)oc2c1)CCCC3)C(=O)NCc1cccnc1 (configuration not stated)	0	725	20%
Cc1ccc(C)c(SCC(=O)NNC(=O)c2csc(N3CCOCC3)n2)c1	0	863	18%
CCc1cc2ccccc2nc1SCC(=O)NC1CCCC1	-24	688	18%
O=C(CS(=O)(=O)c1ccccc1)Nc1nccs1	22	809	-5%
COc1ccc(C(=O)NCCCOc2cccnc2)cc1OC1CCN(C(C)=O)CC1	5	629	-7%
O=C(NCc1ccc(Cl)cc1)Nc1ccc(F)cc1	-9	874	-1%
O=C(NCc1nnc(SCC(=O)N2CCN(c3ccccc3)CC2)o1)c1ccc(F)cc1	-1	871	21%
CCOc1ccccc1NC(=O)N1CCC(NC(=O)C2CCCCC2)CC1	-3	729	-9%
CCc1cc2c3c([nH]c2cc1S(=O)(=O)NCCCOC)CC(C)(C)CC3=O	-1	792	5%
COc1cccc(NC(=O)CCC2CCN(C(=O)c3scnc3C)CC2)c1	6	685	7%
COC(=O)c1c(NC(=O)C(=O)NCCCN2CCOCC2)sc2c1CC(C)(C)OC2	-3	746	22%
Cn1c2ccc(Br)cc2c2nnc(SCC(=O)O)nc21	-8	787	6%
COc1cccc(OCC(=O)Nc2cc(NC(=O)COc3cccc(OC)c3)cc(C(=O)O)c2)c1	0	776	4%
CCOC(=O)C1=C(CS(=O)(=O)c2ccc(Cl)cc2)NC(=O)NC1c1ccc(O)c(OC)c1 (configuration not stated)	-16	757	17%
O=C(Cc1c(Cl)cccc1Cl)Nc1ccc(S(=O)(=O)Nc2ncccn2)cc1	-14	760	2%
O=C1Nc2cc(C(=O)N3CCC(N4CCCCC4)CC3)ccc2S/C1=C\c1ccccc1	10	684	6%
O=C(Cc1ccccc1)Nc1nc(-c2ccc(F)c(F)c2)cs1	2	807	18%
CC(C)/C=C/CN1CCCC(N2CCN(c3cccc(Cl)c3)CC2)C1 (configuration not stated)	-10	803	-42%
COc1cc2[nH]c3c(OC)ncnc3c2cc1OC	-3	845	-17%
O=C(NCCCc1ccccn1)C1CCC(=O)N(Cc2cccc(F)c2)C1 (configuration not stated)	4	714	4%
CCOC(=O)Cc1csc(NC(=O)c2ccc(Br)cc2)n1	0	804	8%
Cc1noc(C)c1C(=O)Nc1ccc(N(C)C)cc1	-3	657	-5%
Cn1cc(CCC(=O)NC2CC(C)(C)Cc3c2cnn3-c2ccc(F)cc2)cn1 (configuration not stated)	-22	827	6%
Cc1cc(NC(=O)c2sc3ccccc3c2O)no1	-2	820	-54%
O=C(CN1C(=O)CSC1=O)N1CCCC(Nc2ccc(F)cc2)C1 (configuration not stated)	-3	814	3%
O=C(Nc1ccc(S(=O)(=O)Nc2ccccn2)cc1)c1cccc([N+](=O)[O-])c1	6	867	9%
COc1cc(C(=O)NCc2nnc(SCC(=O)c3ccc(Cl)cc3)o2)cc(OC)c1OC	-5	689	22%
O=C(NCc1ccco1)C1CCN(C(=O)c2ccc(Cl)cc2Cl)CC1	15	720	1%
O=C(O)C1C2CCC(C2)C1C(=O)NCCc1ccccc1 (configuration not stated)	0	816	-10%
CC1Cc2nc(SCC(=O)NCC3CCCO3)n(-c3ccc(F)cc3)c(=O)c2S1 (configuration not stated)	-1	871	-5%
Cc1cccc(NC(=O)NCC(c2ccc(F)cc2)N2CCN(C)CC2)c1 (configuration not stated)	-6	766	12%
COc1ccc(OC)c(C2C(C(=O)c3ccc(C)o3)=C(O)C(=O)N2CCN2CCOCC2)c1 (configuration not stated)	-2	655	22%
CC(=O)N1CCOc2ccc(S(=O)(=O)N3CCN(c4cc(C)ccc4C)CC3)cc21	11	802	30%
Cc1ccccc1CC(=O)NCCN1CCOCC1	6	830	5%
COc1cccc(C(=O)NNC(=O)C(=O)Nc2ccc(OC)cc2OC)c1	18	855	29%
Cc1ccc(S(=O)(=O)Oc2ccc(/C=N/N=C3/NC(=O)C(CC(=O)O)S3)cc2)cc1[N+](=O)[O-] (configuration not stated)	-1	638	-6%
COc1ccc(CNC(=O)C(=O)NCC2OCCCN2S(=O)(=O)c2cccs2)cc1 (configuration not stated)	3	834	8%
C/C(=N\NC(=O)COc1ccc(C)cc1[N+](=O)[O-])c1ccc2c(c1)OCCO2	-6	706	47%
Cc1cc(C(=O)NC2CCCN(Cc3ccccc3F)C2)n[nH]1 (configuration not stated)	7	753	14%
CN1CCSc2ccc(C(=O)NCc3cccc(F)c3)cc21	-4	740	1%
CC(OC(=O)c1ccccc1CCc1ccccc1)C(N)=O (configuration not stated)	5	837	-23%
CN(C)c1ccc(C(=O)N2CCCC(N3CCN(Cc4ccc5c(c4)OCO5)CC3)C2)cc1 (configuration not stated)	-17	701	-4%
CCOc1cccc(CN2CCCC(N3CCc4ccccc4C3)C2)c1O (configuration not stated)	-11	851	-36%

Next compounds
SMILES	Lipid droplet	Lipid droplet cells 6.5 µM	NOD2 inhibition
Cc1cc(C)n(C(=O)c2cc([N+](=O)[O-])cc([N+](=O)[O-])c2)n1	-5	777	7%
COc1ccc(-n2nc(C(=O)NCC(=O)N3CCC(C(N)=O)CC3)c3ccccc3c2=O)cc1OC	2	831	-6%
COc1ccccc1N=C1NC(=O)/C(=C/c2ccc(N(C)C)cc2)S1	-3	783	-81%
CCC(C)(C)NC(=O)C(c1ccc(OC)cc1)N(C(=O)CCC(=O)Nc1cc(C)on1)c1cccc(OC)c1 (configuration not stated)	-40	732	-4%
Cc1cccc(N2CCN(S(=O)(=O)c3c(C)[nH]c(C)c3C(=O)N3CCCCC3)CC2)c1C	2	621	1%
CCN1CCN(C(=O)c2ccc(CNS(=O)(=O)c3cccc(OC)c3)cc2)CC1	-21	692	-11%
COc1ccc(NC(=O)Cc2nnc(SCC(=O)NC3CCCCC3C)n2C)cc1 (configuration not stated)	4	814	5%
CN(C)S(=O)(=O)c1cc(NC(=O)COC(=O)CCc2ccccc2)ccc1Cl	3	806	13%
O=C(CSc1cn[nH]n1)Nc1ccccc1C(F)(F)F	-6	747	-12%
CCc1nc(SCC(=O)NC2CC2)c2c(C)c(C)sc2n1	1	759	17%
COc1ccc(C)cc1NC(=O)CSc1nnc(-c2cc(C)[nH]n2)n1N	-8	692	5%
COC(=O)c1ccccc1NC(=O)C/C(C)=N/NC(=O)Cc1ccc(Cl)cc1	-12	682	-27%
Cc1ccc2nc(N3CCN(C(=O)CCCC(=O)O)CC3)nc(-c3ccccc3)c2c1	17	832	3%
O=C(O)c1ccc(NC(=O)C(c2ccccc2)c2ccccc2)cc1	2	836	8%
COc1ccc(CCNC(=O)CN(Cc2ccc(Cl)cc2)S(C)(=O)=O)cc1OC	-9	817	-9%
CC(=O)NCCc1ccc(C(=O)Cn2cnc3ccccc3c2=O)cc1	3	852	-61%
CCCn1nnnc1NCc1cccc(OC)c1OCC	-11	748	-6%
COc1cccc(NC(=O)c2ccc3c(c2)N(C)CCS3)c1	-3	755	-84%
COc1ccc(OC)c(NC(=O)CN2CCC(NC(=O)c3ccccc3C)CC2)c1	8	865	18%
CCOC(=O)N1CCc2c(sc(NC(=O)C3=COCCO3)c2C(N)=O)C1	-5	827	4%
Cc1ccc(N2CC(C(=O)N3CCC(C(=O)Nc4nnc(C(C)C)s4)CC3)CC2=O)cc1 (configuration not stated)	-1	829	-7%
COc1cccc(Oc2ccc(S(=O)(=O)N3CCCC3)cc2[N+](=O)[O-])c1	-5	715	0%
COc1ccc(CNS(=O)(=O)c2c(C)[nH]c(C)c2C(=O)N2CCCC2)cc1	4	724	9%
CC(O)CNc1nc2c(c(=O)n(Cc3ccc(Cl)cc3)c(=O)n2C)n1C (configuration not stated)	-2	900	14%
CNC[C@H](CC1CCCCC1)NC[C@H](CO)NCCc1cccc(C(F)(F)F)c1	3	737	-2%
COc1cc(Cl)ccc1OCc1cc(C(=O)N2CCCCCC2)no1	-2	592	-1%
O=C(N/N=C\c1ccc(S(=O)(=O)O)o1)c1ccc2c(c1)OCO2	6	834	5%
CCOC(=O)N1CCN(C(=O)CSc2ccc(C(=O)OC)cc2[N+](=O)[O-])CC1	-1	702	15%
COc1ccccc1NS(=O)(=O)c1ccc2c(c1)N(C(C)=O)CC(C)S2 (configuration not stated)	-14	755	19%
COc1ccc(C(=O)NNC(=O)C23CC4CC(CC(C4)C2)C3)c(OC)c1	-2	828	-17%
CCOc1ccc(NC(=O)Cc2ccc(NC3=NC4CS(=O)(=O)CC4S3)cc2)cc1 (configuration not stated)	-1	732	16%
Cc1ccc(CNC(=O)CNC(=O)c2ccc(Br)o2)cc1	-10	792	8%
COc1ccc(NC(=O)c2c(C)nn(-c3ccccc3)c2Cl)cc1	-4	727	17%
O=C(/C=C/NNC(=O)c1ccccc1O)c1ccccc1	-3	802	8%
COc1ccc(CCNC(=O)Cc2ccc(NC3=NC4CS(=O)(=O)CC4S3)cc2)c(OC)c1 (configuration not stated)	-4	721	9%
Cc1ccc(CNC(=O)C2CCN(c3nn4c(=O)cc(C)nc4s3)CC2)cc1	19	717	5%

Nothing new here: an excerpt of the list.
SMILES	Lipid droplet	Lipid droplet cells 6.5 µM	NOD2 inhibition
COc1ccc(CCNC(=O)Cc2ccc(NC3=NC4CS(=O)(=O)CC4S3)cc2)c(OC)c1 (configuration not stated)	-4	721	9%
Cc1ccc(CNC(=O)C2CCN(c3nn4c(=O)cc(C)nc4s3)CC2)cc1	19	717	5%

Molecules listed so far containing a thiophene ring, fused or not (6):
SMILES	Lipid droplet	Lipid droplet cells 6.5 µM	NOD2 inhibition
O=C(Cn1cnc2sc3c(c2c1=O)CCCC3)NCC(=O)Nc1ccc(F)cc1F	-24	715	32%
COC(=O)c1c(NC(=O)C(=O)NCCCN2CCOCC2)sc2c1CC(C)(C)OC2	-3	746	22%
Cc1cc(NC(=O)c2sc3ccccc3c2O)no1	-2	820	-54%
COc1ccc(CNC(=O)C(=O)NCC2OCCCN2S(=O)(=O)c2cccs2)cc1 (configuration not stated)	3	834	8%
CCc1nc(SCC(=O)NC2CC2)c2c(C)c(C)sc2n1	1	759	17%
CCOC(=O)N1CCc2c(sc(NC(=O)C3=COCCO3)c2C(N)=O)C1	-5	827	4%

Further entries follow.
SMILES	Lipid droplet	Lipid droplet cells 6.5 µM	NOD2 inhibition
CCc1ccccc1NC(=S)N1CCN(c2cccc(OC)c2)CC1	-1	810	12%
Cc1cccc(C)c1NC(=O)NC1CCc2ccccc21 (configuration not stated)	-5	819	-5%
COCCNC(=O)CSc1ccc(-c2nc3ccccc3[nH]2)cn1	-12	785	-2%
O=C(CN1C(=O)CSc2ccc(S(=O)(=O)N3CCOCC3)cc21)N1CCCCC1	2	698	10%
COc1ccc(CNS(=O)(=O)c2csc(C(N)=O)c2)cc1OC	6	727	3%
Cc1ccccc1C(=O)N1CCC(C(=O)NC2CCCCC2)CC1	-3	819	-12%
CCCOc1ccc(/C=C/C(=O)N2CCOCC2)cc1	-1	851	-30%
CC1(C)CC(NC(=O)c2ccc(Cl)cc2)CC(C)(C)N1	-1	817	-2%
COc1cc(NS(=O)(=O)c2ccc(NS(=O)(=O)c3ccc(C)cc3)cc2)nc(OC)n1	2	811	10%
CC(C)c1ccc(OCC(=O)N2CCN(C(=O)c3ccco3)CC2)cc1	-3	641	-2%
O=C(Nc1nnc(S(=O)(=O)N2CCCCCC2)s1)c1ccccc1F	25	765	-9%
CN(CC(=O)N1CCC(C(N)=O)CC1)S(=O)(=O)c1ccc2ccccc2c1	0	787	4%
Cc1ccccc1C(=O)Nc1cc(NC(=O)c2ccccc2C)cc(C(=O)O)c1	0	821	-5%
Cn1c(CCc2ccccc2)nnc1SCC(N)=O	6	788	9%
CCCC(=O)NCC(c1cccs1)S(=O)(=O)c1ccc(C)cc1 (configuration not stated)	5	768	-21%

These rows are one share of the data, so the mix of outcomes need not match the whole.
